# UGM FP inh – blocks M. tuberculosis UGM enzyme | inhibition, % at 10 µM | P9WIQ1 | AID 504406 | purified UGM, fluorescence polarization probe displacement | hit rate 0.06% among 320,000; in the data active = inhibition above about 10%, passing the limit was not always enough
# VHR inh abs – inhibitors of human VHR1 phosphatase (DUSP3); recombinant VHR phosphatase, pNPP absorbance; inhibition, % at 13.3 µM; hit rate 0.52% among 290,000; in the data active = inhibition above about 50%; note: some compounds called inactive have numbers as strong as hits
# Target sequence (P51452 whole entry, looked up): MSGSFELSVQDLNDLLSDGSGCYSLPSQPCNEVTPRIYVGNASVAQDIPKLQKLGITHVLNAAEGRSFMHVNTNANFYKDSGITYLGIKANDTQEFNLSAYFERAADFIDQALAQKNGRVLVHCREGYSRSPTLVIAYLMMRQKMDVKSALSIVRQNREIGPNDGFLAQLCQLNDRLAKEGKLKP
# BH1578 lux ind – induces V. cholerae light production without autoinducers; activation, % at 18.7 µM; V. cholerae BH1578 lux reporter, luminescence, 6 h; AID 588436; hit rate 0.16% among 350,000; in the data active = activation mostly above about 9.7%, no sharp cut-off; note: not every result past the cut was called active; inactives centre near 0; reference of the scale not given here
# GDH-TPI counter – GDH-TPI coupled enzyme inhibition counter-screen; GDH-TPI coupled enzyme counterscreen, NADH absorbance; inhibition, % at 4.8 µM; hit rate 1.2% among 360,000; in the data active = inhibition above about 30%;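 note: 0% = DMSO wells and 100% = wells lacking the enzyme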
# Rv3671c protease – inhibitors of M. tuberculosis serine protease Rv3671c; AID 2606; hit rate 0.048% among 320,000; inhibition, % at 5.96 µM; in the data active = inhibition above about 38%;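 note: extracellular domain of Rv3671c used as enzyme; 0% = enzyme with DMSO and 100% = no enzyme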
# PriA SSB inh – blocks PriA binding to SSB C-terminal tail; AlphaScreen SSBct-PriA binding, biotinylated peptide; inhibition, % at 33 µM; hit rate 0.6% among 430,000; AID 1272365; in the data active = inhibition mostly above about 37%, no sharp cut-off; inactive = mostly below about 20%;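 note: plate controls were negative control peptide for no effect and reference peptide for full effect; strong numbers were not always called active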
# SARS 3CLpro inh – SARS-CoV 3CLpro protease inhibition; P0C6X7; hit rate 0.14% among 290,000; recombinant SARS-CoV 3CLpro, quenched FRET peptide cleavage; inhibition, % at 6 µM; in the data active = inhibition above about 12%
# FBA Mtb inh – inhibitors of M. tuberculosis fructose-bisphosphate aldolase | inhibition, % at 1 µM | hit rate 2.3% among 360,000 | purified M. tuberculosis FBA, fluorescence read-out; in the data active = inhibition above about 27%;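 note: 0% = vehicle and 100% = reference inhibitor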
# Target sequence (P9WQA3 whole entry, looked up): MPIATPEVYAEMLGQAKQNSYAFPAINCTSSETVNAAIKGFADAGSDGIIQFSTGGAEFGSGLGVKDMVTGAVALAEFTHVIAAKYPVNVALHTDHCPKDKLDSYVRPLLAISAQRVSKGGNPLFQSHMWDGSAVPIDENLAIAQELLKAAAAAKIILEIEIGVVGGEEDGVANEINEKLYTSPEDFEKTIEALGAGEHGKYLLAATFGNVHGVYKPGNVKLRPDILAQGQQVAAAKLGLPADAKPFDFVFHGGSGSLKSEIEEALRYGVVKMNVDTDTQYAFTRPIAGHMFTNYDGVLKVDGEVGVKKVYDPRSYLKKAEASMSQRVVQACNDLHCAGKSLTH
# MazF activator – MazEF (E. coli) toxin RNase activation. P0AE70. FAM/BHQ RNA-DNA oligo cleavage fluorescence, 5 h. activation, % at 20 µM. hit rate 0.32% among 350,000. AID 504720; in the data active = activation above about 50%
# Target sequence (P0AE70 whole entry, looked up): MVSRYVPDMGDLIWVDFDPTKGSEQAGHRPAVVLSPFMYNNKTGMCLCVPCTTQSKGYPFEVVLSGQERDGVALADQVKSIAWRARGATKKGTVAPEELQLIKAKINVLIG
# BioA inh – blocks M. tuberculosis BioA enzyme activity. purified M. tuberculosis BioA enzyme, plate reader. inhibition, % at 9.99 µM. hit rate 0.096% among 360,000. AID 602481; in the data active = inhibition above about 40%
# An asterisk follows results filed as active; i = inactive; . = not tested or not shown; & = joins results of further samples.
1) CC1CN(C(=S)c2cccc([N+](=O)[O-])c2)CC(C)O1 (centres undefined)
2) O=C(Nc1ccccn1)c1cccc(S(=O)(=O)N2CCCCC2)c1
3) Nc1c(C(=O)Nc2nc3ccccc3s2)sc2nc(-c3cccs3)ccc12
4) COc1cccc(C(=O)NCCS(=O)(=O)N2CCC3(CC2)OCCO3)c1
5) Cc1cc(C)c2[nH]c(=O)c(C(c3nnnn3Cc3ccc4c(c3)OCO4)N3CCCCC3)cc2c1 (centres undefined)
6) COc1ccc(/C=C/C(=O)Oc2ccc(/C=N/NC(=O)COc3c(C)cccc3C)cc2)cc1
7) Cc1ccccc1/C=C1\SC(=S)N(/N=C/c2cc([N+](=O)[O-])ccc2O)C1=O
8) O=[N+]([O-])c1ccc(Nc2ccccc2)nc1
entry no.,1,2,3,4,5,6,7,8
GDH-TPI counter,-5,5,35*,-5,2,12,26,8
SARS 3CLpro inh,-3,-1,1,.,.,0,6,4
Rv3671c protease,-3,1,0,2,-7,-13,12,-14
MazF activator,5,4,-53,-1,6,.,-4,-7
UGM FP inh,-1.1,-0.8,1.4,0.1,-0.3,0.8,2.1,3.0
VHR inh abs,6,-5,21,.,22,10,8,17
FBA Mtb inh,2,0,52*,-1,1,-2,-3,-7
BH1578 lux ind,-0.5,i,-5.9,i,-0.4,-0.4,-0.5,3.4
BioA inh,.,2.6,-2.6,0.1,.,-0.2,-0.5,.
PriA SSB inh,-13,-4,-21,-6,0,.,.,-32

# Complete entries, looked up by structure. Values in the order: GDH-TPI counter | SARS 3CLpro inh | Rv3671c protease | MazF activator | UGM FP inh | VHR inh abs | FBA Mtb inh | BH1578 lux ind | BioA inh | PriA SSB inh
# Cc1ccccc1/C=C1\SC(=S)N(/N=C/c2cc([N+](=O)[O-])ccc2O)C1=O is entered as 26 | 6 | 12 | -4 | 2.1 | 8 | -3 | -0.5 | -0.5 | .
# O=[N+]([O-])c1ccc(Nc2ccccc2)nc1 is entered as 8 | 4 | -14 | -7 | 3.0 | 17 | -7 | 3.4 | . | -32
# CC1CN(C(=S)c2cccc([N+](=O)[O-])c2)CC(C)O1 (centres undefined) is entered as -5 | -3 | -3 | 5 | -1.1 | 6 | 2 | -0.5 | . | -13
# Cc1cc(C)c2[nH]c(=O)c(C(c3nnnn3Cc3ccc4c(c3)OCO4)N3CCCCC3)cc2c1 (centres undefined) is entered as 2 | . | -7 | 6 | -0.3 | 22 | 1 | -0.4 | . | 0
# COc1cccc(C(=O)NCCS(=O)(=O)N2CCC3(CC2)OCCO3)c1 is entered as -5 | . | 2 | -1 | 0.1 | . | -1 | i | 0.1 | -6

# (further entries)
9) O=C(Nc1ccccc1)N(CCCN1CCOCC1)Cc1ccccc1F
10) COc1cccc(CCNC(=O)c2cccc(NC(=O)C3=C(C)OCCS3)c2)c1
11) COc1ccc(OC)c2sc(N3CCN(c4ccccc4)CC3)nc12
12) COC(=O)CSC1=C(C#N)C(c2cccc(OC)c2)CC(=O)N1 (centres undefined)
13) CCOC(=O)C1=C(C)NC(=O)NC1c1cccs1 (centres undefined)
14) CC[C@]12c3[nH]c4cc(-c5ccco5)ccc4c3CCN1C(=O)[C@@H](CC(=O)NCCCOC)C[C@@H]2C(=O)N1CCN(C(=O)c2ccco2)CC1
15) Cc1ccc(NC(=O)CSc2nc(C)c(Cc3ccccc3)c(=O)[nH]2)cc1
16) COc1ccccc1C(=O)N1CCN(Cc2c[nH]c3ccccc23)CC1
entry no.,9,10,11,12,13,14,15,16
GDH-TPI counter,-8,7,12,4,-2,11,-2,-4
SARS 3CLpro inh,1,2,-2,0,-4,.,6,0
Rv3671c protease,5,-4,-8,-3,5,.,-5,0
MazF activator,6,-2,3,3,-4,1,7,5
UGM FP inh,3.3,1.3,-2.0,3.4,-0.7,.,4.6,0.4
VHR inh abs,10,8,.,-4,30,.,6,10
FBA Mtb inh,0,-1,-11,-1,-1,12,1,0
BH1578 lux ind,.,i,0.7,-0.3,i,-1.0,i,i
BioA inh,1.0,-0.9,-2.4,0.4,.,-1.3,.,-0.6
PriA SSB inh,-6,13,3&-7,0,-4,-10,-10,-12

# The last two records of the section before open the next one.
15) Cc1ccc(NC(=O)CSc2nc(C)c(Cc3ccccc3)c(=O)[nH]2)cc1
16) COc1ccccc1C(=O)N1CCN(Cc2c[nH]c3ccccc23)CC1
17) COc1cc(CNC(C)C)ccc1OCC(=O)Nc1cccc2ccccc12
18) COC(=O)c1ccc(CN2C(=O)c3ccccc3S2(=O)=O)cc1
19) CCN1CCN(c2ccc(NC(C)=O)cc2Cl)CC1
20) O=C(Nc1cccnc1)C1CC(c2ccc(Cl)c(Cl)c2)=NO1 (centres undefined)
21) CCOc1ccc(N2C(=O)CC(NC3CCN(C(=O)c4cccc(Cl)c4)CC3)C2=O)cc1 (centres undefined)
22) Cn1c(=O)[nH]c(=O)c2c1ncn2CCN1CCCCC1
23) Cc1cc(S(=O)(=O)N2CCCC2)ccc1OCC(=O)Nc1ccc(C(N)=O)cc1
24) CCCc1nc(C)c(-c2ccc(OC)c(OC)c2)c(=O)[nH]1
entry no.,15,16,17,18,19,20,21,22,23,24
GDH-TPI counter,-2,-4,12,16,7,4,12,-1,0,4
SARS 3CLpro inh,6,0,0,4,4,6,3,0,.,6
Rv3671c protease,-5,0,-1,-10,5,1,-3,2,5,-2
MazF activator,7,5,-3,-1,-20,-1,-2,4,1,1
UGM FP inh,4.6,0.4,-1.9,2.2,-2.0,-1.6,-0.1,-1.4,0.8,-2.1
VHR inh abs,6,10,26,9,14,10,-6,41,.,-2
FBA Mtb inh,1,0,3,-2,5,2,2,-1,-2,0
BH1578 lux ind,i,i,i,1.4,0.8,i,-0.2,i,-0.9,-1.0
BioA inh,.,-0.6,-1.2,0.7,.,10,-1.0,-1.8,-0.9,0.1
PriA SSB inh,-10,-12,7,-13,-1,-12,-4,-6,-9,-25

25) COc1ccc(C(=O)NCC(=O)N2CCN(c3ccccc3)CC2)cc1
26) CCc1cc2c(=O)c(-c3nc4ccccc4n3C)coc2c(CN2CCCC(C)C2)c1O (centres undefined)
27) CCOC(=O)c1cccc(NC(=O)CCc2nc(-c3ccccc3F)no2)c1
28) CC(OC(=O)c1cc2c(s1)CCCCC2)C(=O)NC(N)=O (centres undefined)
29) CC1CCCN(CCCNC(=O)c2ccc3c(c2)N(Cc2ccccc2F)C(=O)c2ccccc2S3(=O)=O)C1 (centres undefined)
30) CC(C)Sc1nnc([C@H](C)NC(=O)OC(C)(C)C)o1
31) COc1ccc(NC(=O)CN2CCCC(C)C2)c([N+](=O)[O-])c1 (centres undefined)
32) CCCCC(=O)OC1CCC2C3CCc4cc(O)ccc4C3CCC12C (centres undefined)
entry no.,25,26,27,28,29,30,31,32
GDH-TPI counter,5,34*,-1,2,-4,8,-2,-3
SARS 3CLpro inh,-8,-5,3,-3,-6,-8,-3,.
Rv3671c protease,2,-11,-6,7,-7,2,-4,.
MazF activator,-13,-13,-2,-4,27,2,4,-11
UGM FP inh,-0.6,-1.3,-1.8,-1.5,-1.1,-1.7,-0.6,.
VHR inh abs,-3,13,23,28,61,28,27,.
FBA Mtb inh,-2,11,4,-4,5,-1,-6,-1
BH1578 lux ind,i,-2.1,i,0.0,0.9,-0.7,-0.2,0.2
BioA inh,-0.8,-0.4,1.7,-2.3,3.2,1.9,1.3,0.1
PriA SSB inh,-9,-3,1,-2,-1,-16,19,-31

33) Fc1ccc2[nH]c3c(N4CCN(Cc5ccc6c(c5)OCO6)CC4)ncnc3c2c1
34) CNC(=O)CSc1nc2nn(-c3ccccc3)c(=O)c-2c2n1CCCCC2
35) S=c1[nH]c2cc(-c3ccccc3)ccc2o1
36) COc1cc(OC)c(C(=O)Nc2cc(S(=O)(=O)N3CCOCC3)ccc2N2CCOCC2)cc1OC
37) O=C(CNS(=O)(=O)c1ccc(Br)s1)NCc1ccc(F)cc1
38) CCOCCCNC(=O)C1CCN(S(=O)(=O)N2CCCCC2)CC1
39) CCOC(=O)c1ccc(-c2ccc3[nH]c4ccccc4c(=O)c3c2)cc1F
40) Cc1ccc(S(=O)(=O)N2CCC(C(=O)N3CCc4ccccc43)CC2)cc1C
entry no.,33,34,35,36,37,38,39,40
GDH-TPI counter,.,4,9,11,-5,10,-7,3
SARS 3CLpro inh,-4,4,6,.,-2,-4,-4,.
Rv3671c protease,.,1,-7,.,3,-11,1,.
MazF activator,-7,-13,7,-3,4,7,-84,-3
UGM FP inh,.,-3.4,-0.6,.,0.8,-1.8,-3.8,.
VHR inh abs,26,-1,11,.,34,29,32,.
FBA Mtb inh,.,-3,3,-1,1,2,11,-1
BH1578 lux ind,.,-1.0,-0.6,i,-0.6,-1.0,-0.4,1.1
BioA inh,.,-1.2,-2.7,35,-1.9,-1.3,-1.2,-1.4
PriA SSB inh,28,-11,1,.,-10,-19,0,-12

41) O=C(CNC(=O)C12CC3CC(CC(C3)C1)C2)OCc1cc(=O)n2cc(Br)ccc2n1
42) O=c1c2c(nc3nc(NCc4ccc(Cl)cc4)[nH]n13)CCC2
43) CCOC(=O)N1CCN(C(=O)c2ccccc2NC(=O)c2ccccc2Cl)CC1
44) Cc1noc(C)c1NC(=O)N(C)C[C@@H]1Oc2ccc(NC(=O)Cc3cn(C)c4ccccc34)cc2CC(=O)N([C@H](C)CO)C[C@@H]1C
45) CCn1nc(NC(C)=O)c2cc3cccc(C)c3nc21
46) Cc1ccc(S(=O)(=O)N2CCN(C(=O)c3ccccc3)C2C(C)C)cc1 (centres undefined)
47) CCOC(=O)c1c(NC(=O)C2C3C=CC(C3)C2C(=O)O)sc2c1CCC(CC)C2 (centres undefined)
48) O=c1[nH]c(C2CCN(S(=O)(=O)c3ccccc3C(F)(F)F)CC2)nc2c1nnn2Cc1cccc(F)c1
entry no.,41,42,43,44,45,46,47,48
GDH-TPI counter,-1,-4,7,9,-1,6,14,-10
SARS 3CLpro inh,9,1,2,.,2,-3,0,8
Rv3671c protease,2,7,-3,-2,-3,-1,-4,-20
MazF activator,-6,-12,-7,-1,9,1,-7,-8
UGM FP inh,-1.0,0.9,-1.6,6.1,-1.6,-0.3,-0.2,2.7
VHR inh abs,2,22,27,.,26,6,2,6
FBA Mtb inh,-1,0,-1,2,-2,-1,34*,1
BH1578 lux ind,-0.2,i,i,i,-0.8,i,-3.6,-0.2
BioA inh,.,.,-0.6,0.2,0.0,0.4,.,.
PriA SSB inh,-11,-16,-8,1,0,-7,-5,-8

49) COC(=O)c1sc2nc(SCc3ccccc3C)n(N)c(=O)c2c1C
50) COc1ccccc1CC(O)CC1c2c(cc3c(c2OC)OCO3)CCN1C (centres undefined)
51) COc1ccc(OC)c(-c2nnc(SCC(=O)N3CCCc4ccccc43)o2)c1
52) CCOC(=O)C1CCN(C(=O)Cn2nc(C)c3c(C)n(-c4ccccc4)nc3c2=O)CC1
entry no.,49,50,51,52
GDH-TPI counter,-2,2,10,-9
SARS 3CLpro inh,-1,.,3,-4
Rv3671c protease,10,.,-2,7
MazF activator,46,3,-2,7
UGM FP inh,-4.2,.,1.9,-2.1
VHR inh abs,34,.,19,0
FBA Mtb inh,-4,-1,0,2
BH1578 lux ind,0.2,0.6,-0.5,0.0
BioA inh,.,.,-0.2,6.0
PriA SSB inh,0,9,-19&-4,-8

# Bioassay records deposited in PubChem BioAssay by several laboratories.

# A portion of the library; rates above refer to the full screens.
